GSK3beta inhib: human GSK3beta kinase inhibition | P49841 | GST-GSK3beta kinase, ADP-Glo luminescence, 60 min; active compounds read low | activity score (negative = inhibition), % at 10 µM | 300,000 compounds, 0.038% hits | AID 2097;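 active = more than half of replicate wells score below -50%, meaning over 50% inhibition versus plate controls; inconclusive = some replicates but at most half score below -50%; inactive = no replicate scores below -50%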;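 also: 0% = median DMSO wells and -100% = median GW8510 positive control wells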
Target sequence (P49841 whole entry, looked up): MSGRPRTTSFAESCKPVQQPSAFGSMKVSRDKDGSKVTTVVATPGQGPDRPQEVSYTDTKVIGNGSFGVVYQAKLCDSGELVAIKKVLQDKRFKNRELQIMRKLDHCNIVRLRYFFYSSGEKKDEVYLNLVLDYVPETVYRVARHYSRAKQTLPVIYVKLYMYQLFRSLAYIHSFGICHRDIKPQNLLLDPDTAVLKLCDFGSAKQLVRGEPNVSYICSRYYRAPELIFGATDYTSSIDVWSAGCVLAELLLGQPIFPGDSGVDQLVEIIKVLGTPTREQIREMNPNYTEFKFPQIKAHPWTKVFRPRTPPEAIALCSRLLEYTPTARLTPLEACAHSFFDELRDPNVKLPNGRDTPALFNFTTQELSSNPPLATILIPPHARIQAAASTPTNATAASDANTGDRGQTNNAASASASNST
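Test system: GST-fused GSK3beta enzyme, cell-free | Quantity: 1.6 ng GST-GSK3beta enzyme per well | Reagent: 25 µM ATP with peptide substrate | Schedule: 60 min enzyme reaction, room temperature | Signal: Luminescent ADP-Glo measurement of ADP formed | Read-out basis: Score relative to plate controls | Control set: DMSO and 20 µM GW8510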
HSF-1 act: increases HSF-1 driven luciferase reporter signal. 300,000 compounds, 1.7% hits. NIH3T3-HGL HSF-1 luciferase reporter, MG132, 8 h; 100% = twice DMSO control signal. activation, % at 9 µM;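 active = mean replicate activation of at least 50% with a set share of replicates each reaching 50%; inconclusive = only one of those two conditions met; inactive = mean below 50% and too few replicates reaching it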;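 also: 0% = median of the neutral control wells and 100% = twice that signal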
IEC-6 tox: kills IEC-6 intestinal cells in KLF5 counter-screen. IEC-6 cytotoxicity, luminescence viability. inhibition, % at 5 µM. 290,000 compounds, 0.78% hits. AID 1825; in the data active = inhibition above about 22%;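 also: 0% = plate median of test compound wells and 100% = cytotoxic reference compound wells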
HSF1 inh: HSF1 inhibition | activity change, negative = inhibition, % at 7.5 µM (by protocol) | AID 2098 | NIH3T3-HGL HSE-luciferase, MG132-induced, luminescence 8 h; active compounds read low | 300,000 compounds, 0.77% hits;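 active = more than half of replicate wells show activity change below -50%, luminescence cut by over half; inconclusive = some wells, but at most half, below -50%; inactive = no replicate well below -50%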;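 also: luciferase reports HSF-1 transcriptional activity via heat shock element; 0% = median of DMSO wells and -100% = zero luminescence signal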
HSP90 inh: blocks HSP90-mediated luciferase refolding in reticulocyte lysate | Rabbit reticulocyte lysate, luciferase refolding luminescence, 3 h | inhibition, % at 5.6 µM | 290,000 compounds, 0.91% hits;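 active = inhibition above the screen-wide mean plus 3 SD, computed separately per campaign, cut at about 16% in these data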;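 also: 0% = DMSO wells and 100% = 60 µM geldanamycin wells; inhibitors lower the luminescence because luciferase stays unfolded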
AI-2 QS modul: Vibrio harveyi AI-2 quorum sensing modulation | Vibrio harveyi JMH597 AI-2 luminescence/OD600 ratio, 9 h; active compounds read low; strain lacks LuxN and CqsS sensors; 0 = neutral-control median | activity change, % at 7.5 µM | 300,000 compounds, 0.4% hits; in the data active = activity change below about -75%, passing the limit was not always enough; inconclusive = no clear call, values can overlap the other calls;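 also: luminescence divided by OD600 gain over 9 h not by final OD600 alone; inactives centre near 13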
GSK3A inh: inhibitors of human GSK-3 alpha kinase; P49840; ADP-Glo luminescence, 60 min; inhibition, % at 10 µM; 320,000 compounds, 0.1% hits;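 in the data active = inhibition above about 50%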;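 also: GST-tagged GSK-3 alpha with peptide substrate and 25 µM ATP; 0% = DMSO neutral wells and 100% = GW8510 positive control wells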
Target sequence (P49840 whole entry, looked up): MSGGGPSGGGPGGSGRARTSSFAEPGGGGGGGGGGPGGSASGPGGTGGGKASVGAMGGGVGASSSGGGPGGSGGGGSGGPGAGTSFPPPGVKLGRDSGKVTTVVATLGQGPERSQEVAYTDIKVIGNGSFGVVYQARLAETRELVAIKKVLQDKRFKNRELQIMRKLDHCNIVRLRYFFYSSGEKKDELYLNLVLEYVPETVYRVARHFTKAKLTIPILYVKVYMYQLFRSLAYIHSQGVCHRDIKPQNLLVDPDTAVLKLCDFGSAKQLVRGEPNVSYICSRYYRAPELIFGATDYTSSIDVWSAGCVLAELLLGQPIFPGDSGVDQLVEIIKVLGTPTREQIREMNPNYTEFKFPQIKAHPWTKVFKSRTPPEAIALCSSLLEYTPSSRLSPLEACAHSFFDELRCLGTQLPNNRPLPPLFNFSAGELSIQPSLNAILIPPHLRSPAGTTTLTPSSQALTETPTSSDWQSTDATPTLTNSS
aSyn 5UTR inh: MLPCN primary screen, SNCA 5' untranslated region. alpha-synuclein 5'UTR reporter, inhibitor activity. inhibition, % (tested at 7.5 µM). 300,000 compounds, 0.82% hits. AID 1813; in the data active = inhibition above about 60%; inconclusive = no clear call, values can overlap the other calls;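 also: H4 neuroglioblastoma cells stably carrying SNCA 5'UTR luciferase fusion; 0% = DMSO wells and 100% = positive control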
HIF act: HIF pathway transcriptional activation. U2OS HRE-luciferase reporter, luminescence; normalized: DMSO 0%, desferrioxamine 100%. activation, % at 7.5 µM (by protocol). 300,000 compounds, 0.32% hits. AID 1910;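 active = mean activation of at least 10% of the iron chelator positive control signal, with at least half of replicates also reaching 10%; inconclusive = mean and replicate majority disagree about reaching 10%; inactive = mean and most replicates under 10%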
KLF5 inh: suppresses KLF5 promoter-driven expression; AID 1700; DLD-1 KLF5 promoter-luciferase reporter, luminescence; 290,000 compounds, 0.23% hits; inhibition, % at 5 µM;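 active = inhibition above a per-plate limit of that plate's mean compound inhibition plus 3 SD, cut at about 60% in these data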;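 also: 0% = DMSO wells and 100% = LY294002 at 200 µM; higher means less KLF5 promoter-driven luciferase light; inactives centre near -14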
* = called active by the depositor; ? = inconclusive; / = no result given.

SMILES | GSK3beta inhib | HSF-1 act | IEC-6 tox | HSF1 inh | HSP90 inh | AI-2 QS modul | GSK3A inh | aSyn 5UTR inh | HIF act | KLF5 inh
Cc1ccc(S(=O)(=O)NCCC(=O)NCc2ccccc2)cc1 | -3.3 | 5.3 | 2.5 | 2.3 | -4.3 | 0.7 | / | 17.6 | -0.1 | -5.3
Cc1ccc(C(=O)C(OC(=O)c2cnccn2)c2ccccc2)cc1 (centres undefined) | -2.1 | 3.1 | 0.4 | -2.6 | 1.9 | 19.0 | / | 13.2 | 0.0 | 2.7
CC(C)(C)c1nn(-c2ccccc2)c2[nH]c(=O)c(CNCc3ccco3)cc12 | -0.3 | 9.2 | -4.3 | -6.1 | -4.3 | 18.1 | 2.9 | 2.9 | 1.0 | -16.0
COc1ccc(CNC(=O)C2CCN(S(=O)(=O)c3cc(OC)ccc3OC)CC2)cc1 | / | / | 1.1 | / | -0.7 | / | -10.2 | / | / | 1.8
CCOC(=O)c1cc2c(ccn2C)n1CC(=O)N1CCN(c2ccc(F)cc2)CC1 | -2.1 | -3.5 | 0.4 | -3.4 | 3.6 | 8.0 | -1.2 | 6.2 | 0.1 | 12.5
CCSC(=O)NC12CC3CC(CC(C3)C1)C2 | / | / | 9.8 | / | 4.6 | / | -1.4 | / | / | -45.6
C=C(C)c1cccc(C(C)(C)NC(=O)N2CCCCC2CC)c1 (centres undefined) | 1.7 | 3.5 | 1.3 | 5.5 | 2.2 | 25.7 | -1.4 | 2.4 | -0.4 | -6.8
Nc1nonc1-c1nc2ccccc2n1CCC(=O)O | -6.2 | 22.4 | -3.6 | -5.0 | -1.6 | 19.5 | 25.1 | 11.3 | -0.1 | 3.2
CCN(C(=O)c1cc2c(s1)-c1ccccc1OC2)c1cc(OC)ccc1OC | 1.3 | 23.1 | -1.8 | 7.0 | -2.2 | 10.3 | -1.4 | 4.2 | 0.3 | -15.4
COc1ccc(C)cc1Nc1cc(C)nc2nc(C)nn12 | 1.4 | -3.6 | 15.4 | -10.6 | 0.2 | 14.6 | 0.5 | -7.1 | 2.1 | 4.3
Cc1ccc(/C=C/C(=O)OCC(=O)N(CC(C)C)c2c(N)n(Cc3ccccc3)c(=O)[nH]c2=O)o1 | / | -1.1 | / | -1.2 | / | / | 3.3 | -7.7 | -0.4 | /
CNC(=S)NNC(=O)c1cc(-c2cccnc2)nc2ccccc12 | -3.8 | 4.7 | 5.7 | -1.9 | 0.0 | 15.5 | 0.9 | 8.2 | -0.2 | -24.7
O=C(CN(c1ccc(F)cc1)S(=O)(=O)c1ccccc1)N1CCOCC1 | 0.0 | -18.5 | 6.2 | -0.1 | 2.1 | -7.4 | -1.9 | 7.2 | -0.3 | -3.3
O=S(=O)(NCc1cccnc1)c1ccc2ccccc2c1 | -1.4 | -6.8 | 9.0 | -7.9 | -4.3 | 9.6 | -2.0 | -7.8 | -3.4 | -19.6
COc1ccc(CNC(=O)CSc2cccc3cccnc23)cc1 | 1.9 | 5.7 | 4.3 | 1.0 | 0.8 | 24.8 | 0.9 | 9.0 | 0.9 | -23.3
CC(C)CCNC(=O)C1CCN(S(=O)(=O)c2ccc3nc4c(c(C(=O)O)c3c2)CCCCC4)CC1 | 1.7 | -25.2 | -7.0 | -6.6 | -3.2 | 19.3 | -0.9 | 12.6 | 0.4 | -2.2
CCOc1ccc(-n2c(=O)c3c(C)c(C(=O)N(C)C)sc3n(CC(=O)Nc3ccccc3F)c2=O)cc1 | 3.2 | 0.4 | 1.1 | -9.5 | -0.5 | 0.8 | -0.8 | 9.6 | -0.5 | -13.7
O=C(NCSc1ccnc(SCNC(=O)c2ccccc2)n1)c1ccccc1 | -3.4 | 3.5 | 1.3 | 1.1 | 2.6 | 5.9 | -2.1 | -1.0 | -0.6 | -34.5
CC(NC(=O)c1ccccc1)c1nc2ccccc2n1Cc1ccc(C#N)cc1 (centres undefined) | -3.1 | -5.0 | 4.5 | -1.7 | 2.1 | 11.2 | 0.0 | -11.8 | 0.5 | -25.0
CC(NC(=O)C(=O)NN=C1CCCC1)c1ccccc1 (centres undefined) | -1.0 | 0.4 | 5.9 | 3.5 | 3.3 | 27.5 | -0.6 | -1.6 | -0.8 | -10.6
COc1ccc2nc(NCc3cccnc3)sc2c1 | -5.8 | 3.5 | 6.6 | 4.9 | -0.6 | -34.3 | 0.6 | -74.6 | 1.8 | -11.7
CCOc1ccc(C2C3=C(CCCC3=O)Nc3ccc4ncccc4c32)cc1 (centres undefined) | 2.4 | 67.8* | -7.4 | 32.6 | -1.5 | -6.2 | 26.8 | -5.6 | -0.8 | 0.8
S=c1[nH]nc(C2CCCCC2)n1/N=C/C=C/c1ccccc1 | 1.0 | 0.6 | -3.7 | -4.3 | -0.1 | -92.4* | -2.5 | 12.5 | -0.2 | -9.8
O=C(Nc1ccc2c(c1)Cc1ccccc1-2)c1ccco1 | -0.8 | 56.2* | -1.6 | 32.2 | -0.8 | 25.3 | -0.9 | -160.3 | 1.6 | -191.5
COC(=O)[C@H](Cc1ccccc1)N(C)S(=O)(=O)c1cccc(S(=O)(=O)N(C)[C@@H](Cc2ccccc2)C(=O)OC)c1 | 0.2 | 9.6 | -4.6 | 3.0 | 0.8 | 26.3 | -1.5 | 1.2 | -0.1 | 3.9

(continued)
SMILES | GSK3beta inhib | HSF-1 act | IEC-6 tox | HSF1 inh | HSP90 inh | AI-2 QS modul | GSK3A inh | aSyn 5UTR inh | HIF act | KLF5 inh
O=C(Nc1ccc(O)c(-c2nc3ccccc3s2)c1)c1cccs1 | 4.7 | 4.2 | 0.5 | 2.1 | 2.2 | -2.2 | -1.4 | -28.5 | 0.2 | -37.1
Cc1cc(=O)n2nc(N3CCC(C(=O)Nc4cccc(Cl)c4C)CC3)sc2n1 | 1.6 | -15.7 | -4.1 | -14.4 | -5.2 | 21.5 | -1.8 | 24.2 | -0.8 | -20.8
COc1ccccc1NC(=O)C1CCCCN1S(=O)(=O)c1ccc(F)cc1 (centres undefined) | -0.5 | 2.1 | 3.1 | -12.5 | 5.2 | 5.1 | 0.0 | 19.3 | -0.6 | -17.9
COC(=O)COc1ccc(S(=O)(=O)Nc2ccc3c(c2)OCCO3)cc1C | 0.6 | -11.0 | 17.7 | -16.9 | -0.3 | 19.2 | 0.6 | -58.1 | 1.6 | -15.8
Cc1c(NC(=O)CN2C(=O)c3ccc([N+](=O)[O-])cc3C2=O)c(=O)n(-c2ccccc2)n1C | 0.2 | -4.2 | 8.0 | -1.1 | 3.4 | -2.3 | -0.1 | -2.0 | 2.3 | -15.9
c1ccc(CN2CCN(CCN3CCn4c3nc3ccccc34)CC2)cc1 | -3.1 | -6.1 | 2.7 | -0.2 | 4.9 | 6.8 | -0.3 | 20.0 | 0.3 | -32.8
Cn1cnnc1SCC(=O)c1cccc([N+](=O)[O-])c1 | 4.7 | 13.5 | -4.8 | 6.8 | 4.8 | 29.2 | 0.6 | -3.7 | -0.5 | -5.8
CC1CC(C)CN(CC(O)COCCOc2ccc(Br)cc2)C1 (centres undefined) | 0.4 | 30.6 | 6.1 | 10.4 | 2.5 | 11.0 | -4.0 | 4.4 | 0.3 | 1.5
CCOC(=O)c1cccc(NC(=O)CSc2nnc(COc3ccccc3)n2CC)c1 | 1.6 | 22.2 | 0.8 | 8.1 | 3.6 | 28.0 | -1.2 | 3.0 | 0.2 | -0.7
CC1CC(C)CN(CCCNC(=O)C2CCN(c3ncnc4c3sc3cccc(F)c34)CC2)C1 (centres undefined) | 10.7 | -2.7 | 20.5 | -5.6 | -3.4 | 13.4 | 9.7 | -18.5 | 0.2 | -3.1
Cc1c(NC(=O)C(C)OC(=O)c2cc(Cl)nc(Cl)c2)c(=O)n(-c2ccccc2)n1C (centres undefined) | 0.7 | -5.0 | -0.8 | 1.4 | -3.1 | 6.2 | -4.2 | -14.5 | / | -1.8
O=C(CN1C(=O)COc2ccccc21)Nc1ccc2c(c1)OCCO2 | / | -16.0 | 1.6 | -7.6 | 1.9 | / | -0.1 | -2.5 | 0.8 | -24.7
CNC(=O)COC(=O)c1ccc(Cl)c(S(=O)(=O)N2CCCC2)c1 | 1.7 | 3.3 | -6.1 | -8.5 | -3.5 | 7.9 | 1.1 | 7.7 | 0.0 | -83.7
N#CCC(=O)N/N=C/c1ccc(OC2CSC2)cc1 | 3.1 | -6.9 | -1.1 | 1.0 | 4.8 | 27.7 | -2.8 | -20.5 | -2.3 | -3.5
COCc1nc2ccccc2n1Cc1c(F)cccc1Cl | 0.3 | -2.9 | -4.9 | -2.1 | 3.5 | 6.8 | -0.1 | 36.7 | -1.1 | 4.2
Cc1[nH]c2ccccc2c1/C=N/NC(=O)Nc1ccccc1 | 1.0 | 19.1 | 11.8 | -1.0 | 0.3 | 44.0 | 0.5 | -57.0 | -0.8 | -59.5
CCc1nc(C)ccc1OCC(=O)N(CC)CC | -1.6 | -1.1 | -2.1 | -0.1 | 3.8 | 14.7 | -1.8 | -25.1 | -0.4 | -16.9
CCn1c(=O)c(C(=O)Nc2ncccc2C)c(O)c2ccccc21 | -1.9 | 1.6 | 4.5 | -2.4 | 1.0 | 10.5 | -9.3 | -22.1 | 0.0 | -8.3
O=C(NCCN1C(=O)S/C(=C\c2ccccc2)C1=O)C1CCN(S(=O)(=O)c2cccs2)CC1 | -2.9 | 6.3 | 0.7 | 2.6 | -1.2 | 23.4 | -0.2 | 24.3 | -0.3 | -4.0
CCn1c(SCC(=O)c2ccc3ccccc3c2)nnc1-c1cccs1 | 2.2 | 7.0 | 1.7 | 1.3 | -1.7 | 20.5 | 1.5 | 30.1 | -0.1 | 4.2
N#Cc1cn(CCOc2ccc(F)cc2)c2ccccc12 | -7.7 | 32.6 | -1.5 | 10.7 | 0.4 | -6.5 | -1.8 | 11.6 | -0.4 | -22.4
CN(C)S(=O)(=O)c1cccc(NC(=O)c2cccc(S(=O)(=O)N3CCCCC3)c2)c1 | 2.3 | -5.6 | / | -3.3 | / | 10.1 | -0.9 | 15.8 | -0.4 | /
CCOC(=O)N1CCN(S(=O)(=O)c2ccc(C(=O)N(CCN(CC)CC)c3nc4ccc(C)cc4s3)cc2)CC1 | -24.9 | 19.6 | 6.3 | 1.7 | 2.5 | 19.9 | 1.2 | -1.7 | 1.0 | -27.4
C=CS(=O)(=O)c1ccc(Oc2ccc(S(=O)(=O)C=C)cc2)cc1 | 0.9 | -92.3 | 75.7* | -92.9* | 14.0 | ? | -1.3 | -108.2 | -2.8 | 76.8*
COc1cccc(OC)c1C(=O)Nc1ccc2c(c1)n(C)c(=O)n2C | 0.4 | 1.6 | 1.0 | -0.8 | 2.4 | 14.2 | 0.2 | -6.3 | 1.1 | -28.9
CC(C)OC(=O)CSc1nnc(-c2ccc(Cl)cc2Cl)n1N | -0.3 | -8.6 | 2.0 | -2.8 | 1.6 | 14.2 | 0.3 | -3.9 | 0.1 | -39.0
COC(=O)c1ccc(N=Nc2ccccc2)cc1 | 0.1 | 40.6 | -3.2 | 30.2 | -5.3 | 11.0 | -3.0 | -131.9 | 4.6 | -83.7
CCCn1c(-c2cc(OC)c(OC)c(OC)c2)nc2nc3ccccc3nc21 | 0.1 | 0.9 | 6.9 | -3.3 | 2.3 | 2.7 | 4.4 | 7.4 | 0.5 | -2.3
